Screening data (PubChem)
FBPA Giardia inh – Giardia lamblia aldolase inhibition; A8B2U2; purified Giardia FBPA; Potency, µM (top dose mostly 59.6 µM), for inactives: at the highest dose activity, negative = inhibition, hits mostly inhibitors; 290,000 compounds, 0.71% hits; AID 2451; note: potency is the fitted concentration of half-maximal effect; nearly all actives have a fitted effect of over 55% in size
Target sequence (A8B2U2 whole entry, looked up): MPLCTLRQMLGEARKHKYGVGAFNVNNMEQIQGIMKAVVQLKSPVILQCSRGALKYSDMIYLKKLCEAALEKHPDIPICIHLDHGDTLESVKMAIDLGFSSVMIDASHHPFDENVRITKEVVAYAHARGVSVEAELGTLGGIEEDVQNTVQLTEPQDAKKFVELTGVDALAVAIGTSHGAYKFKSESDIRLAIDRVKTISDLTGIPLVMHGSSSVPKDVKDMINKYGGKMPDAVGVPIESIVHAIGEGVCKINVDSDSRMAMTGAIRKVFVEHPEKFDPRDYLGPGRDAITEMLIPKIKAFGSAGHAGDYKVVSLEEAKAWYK
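Giardia FBPA (40 nM reagent) was preincubated 10 min at RT with compound (up to 57.5 uM final), then substrate plus GAPDH/TPI/NAD/arsenate coupling system with diaphorase/resazurin was added; resorufin fluorescence (525/598 nm) was read after 20 min.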
Sm TGR inh – blocks Schistosoma mansoni thioredoxin glutathione reductase | Q962Y6 | purified TGR, DTNB reduction, TNB absorbance 405 nm | Potency, µM (titrated, usually from 114 µM), for inactives: at the highest dose activity change, negative = inhibition, hits mostly inhibitors | 360,000 compounds, 3% hits; note: potency is the fitted concentration of half-maximal effect; nearly all actives have a fitted effect of over 60% in size
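Kinetic colorimetric format: TGR-catalysed, NADPH-driven DTNB reduction monitored via TNB absorbance. Enzyme dispensed at 20 nM; compound exposure 15 min at room temperature before reaction start.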
HCMV antiviral – human cytomegalovirus inhibition; HFF cells, HCMV-luciferase reporter, 72 h; stronger effect = lower value; activity change, negative = inhibition, % at 57.5 µM; 410,000 compounds, 4.5% hits; in the data active = activity change below about -60%; inconclusive = no clear call, values can overlap the other calls; inactive = above about -39%
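Luciferase read-out from HCMV-luciferase-infected HFFs (MOI 1 PFU/cell) 72 h post infection at 37C; compounds added after 16 h cell attachment; activity normalized between buffer-only basal and Salinomycin (10uM) inhibitor controls.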
AmpC detergent – blocks E. coli AmpC beta-lactamase in detergent assay | P00811 | AmpC hydrolysis of nitrocefin, absorbance 480 nm, 0.01% Triton | Potency, µM (highest dose often 114 µM), for the others: top-dose activity change, negative = inhibition, most hits filed as inhibitors | 370,000 compounds, 0.041% hits;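 note: potency is the fitted concentration of half-maximal effect; 0% = no-compound wells and -100% = no-enzyme wells; nearly all actives have a fitted effect of over 25% in size; some results filed as inactive show a strong effect at the top dose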
Target sequence (P00811 whole entry, looked up): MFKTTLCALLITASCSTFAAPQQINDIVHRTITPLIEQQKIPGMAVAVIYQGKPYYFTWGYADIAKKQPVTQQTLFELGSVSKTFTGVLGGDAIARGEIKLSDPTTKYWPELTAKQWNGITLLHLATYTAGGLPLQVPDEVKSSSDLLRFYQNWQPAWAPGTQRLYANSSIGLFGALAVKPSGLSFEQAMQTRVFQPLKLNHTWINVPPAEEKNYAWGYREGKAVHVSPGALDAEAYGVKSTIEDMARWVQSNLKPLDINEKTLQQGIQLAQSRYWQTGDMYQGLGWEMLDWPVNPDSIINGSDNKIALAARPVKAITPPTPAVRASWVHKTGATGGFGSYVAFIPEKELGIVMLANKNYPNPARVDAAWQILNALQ
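AmpC (5.3 nM in the dispensed reagent) in 20 mM phosphate pH 7.0 with 0.01% (detergent screen) or 0.0001% Triton X-100 was preincubated with compounds for 15 min at room temperature. Nitrocefin was then added from an 800 uM solution, and hydrolysis was followed at 480 nm.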
AmpC inh no detg – blocks E. coli AmpC beta-lactamase in detergent-free assay; P00811; AmpC nitrocefin hydrolysis, absorbance 480 nm, 0.0001% Triton; Potency, µM (doses to about 57.1 µM), for inactives: top-dose activity change, negative = inhibition, actives largely listed as inhibitors; 330,000 compounds, 0.52% hits;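 note: potency is the fitted concentration of half-maximal effect; plate controls were no compound for no effect and no enzyme for full effect; nearly all actives have a fitted effect of over 20% in size; some results filed as inactive show a strong effect at the top dose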
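20 mM phosphate pH 7.0 + 0.01% (detergent screen) or 0.0001% Triton X-100; 5.3 nM AmpC reagent; cpd preinc 15 min RT; nitrocefin (800 uM stock) to start; A480 q20 s × 4 min; Activity was normalised to no-enzyme and no-compound control wells.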
HCV inhibitor – blocks hepatitis C virus; Potency, µM (doses to about 41.8 µM), inactives show at the top dose activity change, negative = inhibition, usual class: inhibitors; AID 651820; Huh7.5.1 HCVcc-Cre infection, luciferase reporter, 44 h; 340,000 compounds, 3.4% hits; note: potency is the fitted concentration of half-maximal effect
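Antiviral activity was scored by luciferase reporter output from cells infected with HCVcc-Cre (~0.5 moi) in presence of compound, 44 h infection period, cells seeded 1,000/well 4 h prior.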
Active calls of the source: *; ? = inconclusive; nt = not tested or not shown; & = joins results of further samples; [ ] = another dose, or the depositor's remark. Unless noted, calls come from the whole dose curve; as a rule, active = well fitted curve in the direction sought with a large enough effect; inconclusive = small, poorly fitted or top-dose-only effect, or another doubt; inactive = no such curve, though single readings can be large; an effect the other way counts as inactive or inconclusive. Unless noted, % is set by controls: 0 for no effect and ±100 for the full control effect.

SMILES	FBPA Giardia inh	Sm TGR inh	HCMV antiviral	AmpC detergent	AmpC inh no detg	HCV inhibitor
COc1ccccc1C(=O)NC(CCSC)C(=O)NCCCn1nc(C)cc1C (configuration not stated)	nt	2%	-2	-18%	-2%	-13%
Cc1ccc(CN2CCC(CNC(=O)c3ccc(NC(=O)C4=CSCCO4)cc3)CC2)cc1	nt	-12%	-34	-5%	27%	13µM*
CC(OC(=O)c1cc2ccccc2o1)C(=O)Nc1ccc(N2CCOCC2)cc1 (configuration not stated)	nt	4%	20	?	0%	8%
Cc1cc(-n2c(C)cc(C(=O)CN3C(=O)NC4(CCCCC4C)C3=O)c2C)no1 (configuration not stated)	0%	-15%	21	0%	42%	?
Cc1ccc(COc2ccc(Br)cc2/C=N/O)cc1	3%	-15%	33	5%	-38%	?
CCCN1C(=O)/C(=C/c2ccc(C)s2)NC1=S	-7%	?	-32	?	-8%	-8%
Cc1cccc(-n2nnnc2SCn2nnc3ccccc3c2=O)c1	-1%	0%	-35	-5%	-7%	-29%
Cc1c(S(=O)(=O)Nc2ccc3c(c2)OCCO3)cnn1C	0%	3%	-29	?	-6%	3%
COc1ccc(CC2(CCc3ccncc3)C(=O)NC(=O)NC2=O)cc1	4%	3%[57.1 µM]	-2	1%	-5%	12%
COc1cc(OC)c(OC)cc1CNCCc1cccc(F)c1	-30%	-16%	-31	?	-4%	7%
CCOC(=O)c1c(C)n(-c2ccc(OC)cc2)c2ccc(O)c(CN(C)C)c12	-7%	-10%	?	0%	53%	?
Cc1ccc(OCC(=O)Nc2ccc3c(c2)C(=O)N(CCC(=O)O)C3=O)cc1	nt	0%	19	-2%	-31%	36%[activator]
COc1cc2c(c(OC)c1)C(c1cccc(OC)c1OC)CC(=O)N2 (configuration not stated)	-2%	9%	-28	-1%	-12%	-8%
CCOC(=O)C(=O)C1=CN(Cc2ccccc2)C=C(C#N)C1	-9%	-6%	-13	1%	-17%	0%
COc1ccc(CCc2nnc(CCC(=O)NCc3cnn(-c4ccccc4C)c3)o2)cc1	8%	-1%	-3	7%	106%[activator]	-10%
C=CCN1C(=O)CSc2ccc(C(=O)NC3CCCCC3)cc21	nt	-6%	0	-3%	-12%	-27%
COc1ccccc1/C=N/NS(=O)(=O)c1ccccc1	-20%	0%	-2	0%	-32%	11%
Cc1ccc(CN(Cc2ccco2)C(=O)COc2ccc(Cl)cc2Cl)cc1	nt	-9%	-8	-5%	nt	nt
CC(C)(C)c1ccc(S(=O)(=O)N2CCN(CCC#N)CC2)cc1	2%	7%	3	?	184%[activator]	2%
CCOc1ccc(Cl)cc1/C=C1/C(=O)ON=C1C	-3%	?	78	-9%	-11%	11%
CCN(CC)CCNC(=O)c1cn(CC)c2ccc(S(=O)(=O)N(C)C3CCCCC3)cc2c1=O	2%	4%&3%	?	-4%&2%	85%[activator]	-24%
COc1ccc(OC2CCN(S(=O)(=O)c3ccc(OC)cc3)CC2)cc1	-10%	-18%&-1%	?	0%&17%	-1%	?
CN(C)Cc1c(C(=O)N/N=C/c2ccco2)nnn1-c1nonc1N	-11%	1%	22	-3%	-10%	5%
CCOC(=O)Cc1csc(NC(=O)C(C)c2ccc([N+](=O)[O-])cc2)n1 (configuration not stated)	-7%	5%	-37	?	-21%	-6%
Clc1ccc(CSc2nc3ccncc3[nH]2)cc1	-17%	3%	68	?	-28%	-11%
CCCCn1c(N)c(N(CCOC)C(=O)CCS(=O)(=O)c2ccc(Cl)cc2)c(=O)[nH]c1=O	nt	-12%	0	-13%	-2%	9%
O=C(N/C(=N\O)c1ccccc1)Nc1ccc(Cl)cc1	-2%	0%	-20	-7%	-6%	0%
O=C(Cn1nnc(-c2cccc(C(F)(F)F)c2)n1)NCc1ccc(F)cc1	nt	4%	-19	-2%	nt	nt
COc1ccc(CC(=O)Oc2ccc(C)cc2Br)cc1S(=O)(=O)N1CCOCC1	nt	-2%	-27	3%	192%[activator]	5%
CCCCn1c(N)c(N(CCOC)C(=O)c2ccc3c(c2)C(=O)N(c2ccccc2C)C3=O)c(=O)[nH]c1=O	nt	-1%	-23	-14%	18%	-2%[8.37 µM]

Quoted at random: five compounds from above.
SMILES	FBPA Giardia inh	Sm TGR inh	HCMV antiviral	AmpC detergent	AmpC inh no detg	HCV inhibitor
O=C(Cn1nnc(-c2cccc(C(F)(F)F)c2)n1)NCc1ccc(F)cc1	nt	4%	-19	-2%	nt	nt
CCOC(=O)Cc1csc(NC(=O)C(C)c2ccc([N+](=O)[O-])cc2)n1 (configuration not stated)	-7%	5%	-37	?	-21%	-6%
CC(OC(=O)c1cc2ccccc2o1)C(=O)Nc1ccc(N2CCOCC2)cc1 (configuration not stated)	nt	4%	20	?	0%	8%
Cc1ccc(OCC(=O)Nc2ccc3c(c2)C(=O)N(CCC(=O)O)C3=O)cc1	nt	0%	19	-2%	-31%	36%[activator]
CC(C)(C)c1ccc(S(=O)(=O)N2CCN(CCC#N)CC2)cc1	2%	7%	3	?	184%[activator]	2%

The list goes on.
SMILES	FBPA Giardia inh	Sm TGR inh	HCMV antiviral	AmpC detergent	AmpC inh no detg	HCV inhibitor
C=CCc1c(O)c(CC)cc2c(C)cc(=O)oc12	-6%	-2%	-26	7%	-25%	-1%
O=C(CN1CCCCCC1)Nc1ccc(S(=O)(=O)N2CCOCC2)cc1	5%	-3%[57.1 µM]	23	-6%	-26%	1%
O=C(CNC(=O)c1nc[nH]c1C(=O)N1CCc2ccccc2C1)OCc1ccccc1	-23%	7%	32	-7%	31%	5%
O=[N+]([O-])c1ccc(Nc2c3ccccc3nc3ccccc23)cc1	-8%	7%	-90*	?	-32%	-9%
COc1ccccc1N1CCN(C(=O)c2cccc(S(=O)(=O)N3CCCCCC3)c2)CC1	nt	-12%	-30	-3%	169%[activator]	?
Cc1nnc(NC2=NCCC2)s1	5%	6%	30	-10%	-17%	-4%
O=C(CN1C(=O)S/C(=C\c2cccs2)C1=O)Nc1ccc(C(=O)O)c(O)c1	nt	-1%	-20	1%	-31%	14%
O=C(Nc1ccc(Cl)cn1)C1CCN(c2ncnc3c2nc2n3CCCCC2)CC1	3%	0%	-86*	2%	81%[activator]	10µM*
CCOC(=O)c1c(N)n(-c2ccc(CC)cc2)c2nc3ccccc3nc12	nt	3%	-35	9%	nt	nt
CC(/C=C/c1ccc(N(C)C)cc1)=N\N=C1\NC(=O)CC(C(=O)Nc2ccccc2)S1 (configuration not stated)	5%	2%	121	1%	-8%	-25%
Clc1cccc(CN2CCCCC2c2cccnc2)c1 (configuration not stated)	-11%	-2%	44	-3%	8%	11%
COc1cccc(/C=N/NC(=O)CCc2c(C)n[nH]c2C)c1O	-3%	0%	0	9%	-9%	2%
O=C(N/N=C/c1cccc(O)c1)c1ccc(COc2cccc3cccnc23)cc1	7%	10%	4	5%	-43%	?
O=C(N/N=C/c1ccc(Cl)cc1Cl)c1cccc(F)c1	1%	-13%	95	1%	-40%	?
Clc1ccc(Oc2cccc(/C=N/n3cnnc3)c2)cc1	-5%	-1%	-33	?	108%[activator]	3%
Cc1cc2oc(=O)ccc2cc1[N+](=O)[O-]	2%	-22%	-5	?	-18%	21%
CCCC12CN3CC(C)(CN(C1)C3c1ccc(OCc3ccccc3)cc1)C2=O (configuration not stated)	nt	-2%	-2	5%	nt	nt
CC(=O)Nc1ccc(Nc2nc(Cl)nc(Nc3ccc(NC(C)=O)cc3)n2)cc1	-4%	35µM*	-17	0%	-4%	0%
CN(Cc1ccccc1)C(NC(=O)c1ccccc1)C(Cl)(Cl)Cl (configuration not stated)	-14%	?	-30	7%	-14%	?
COc1cc(NS(=O)(=O)c2cnc(N)nc2)cc(OC)c1	nt	-1%	-12	5%	nt	nt
O=C(CCNC(=O)N1CC(=O)Nc2ccccc21)NCc1ccc(F)cc1	nt	2%	-19	0%	-13%	-9%
S=c1nc(-c2ccccc2)n(CCN2CCOCC2)c2c1CCCC2	-16%	?	12	-3%	-9%	1%
Cc1cc(C(=O)N/N=C/c2ccc[nH]2)n[nH]1	-23%	-1%	?	-7%	-4%	1.4µM*
Cc1ccc(Cl)c(NC(=O)COC(=O)C2CCC2)c1Cl	nt	-11%	-16	-6%	-4%	-4%
COc1ccc(-c2cn3cccnc3n2)cc1NC(=O)C(C)C	9%	5%	13	-11%	-6%	nt
O=C(Nc1ccccc1NC(=O)c1ccccc1Cl)c1ccccc1Cl	-1%	-28%	-24	-11%	-27%	-11%
O=C1CCC([N+](=O)[O-])C(c2cc3c(cc2Cl)OCO3)N1 (configuration not stated)	1%	15%	53	7%	-6%	6%
CCCCN(CCCNC(=O)CN1C(=O)COc2ccccc21)c1ccccc1	-18%	6%	?	1%	14%	?
O=C(NC1CCN(C(=O)Nc2ccccc2)CC1)C1CCCCC1	4%	1%[11.4 µM]	2	?	-16%	12%
CN1CCC(OC(=O)COc2ccc(Cl)cc2Cl)CC1	2%	-4%	-18	3%	0%	10%
COc1ccc([C@H]2[C@H](C(=O)C(C)(C)C)N3N=Cc4ccccc4C3[C@]23N=C(c2ccccc2)OC3=O)cc1OC (some centres not stated)	-8%	0%	nt	?	19%	9%
O=C1NC(Cc2ccc(O)cc2)c2nc3ccc(Br)cc3c(=O)n2-c2ccc(Cl)cc21 (configuration not stated)	nt	nt	12	nt	-27%	2%
O=C(NC1(C(F)(F)F)NC(=O)N(Cc2cccnc2)C1=O)c1cccs1 (configuration not stated)	1%	0%	14	?	-9%	-12%
COc1ccc(S(=O)(=O)N2CCN(C3CCCC(C)C3)CC2)cc1 (configuration not stated)	?	-1%	-17	-12%	36%	-11%
CCOC(=O)c1c(C)oc2cc(Br)c(OCC(N)=O)cc12	3%	0%	9	5%	-23%	?
Cc1ccc(NC(=O)Cn2nc(C)c3ccccc3c2=O)c(C)c1	1%	8%	-8	-5%	37%	-2%
CCc1cc(=O)oc2c(C)c(OCC(=O)NCc3ccccn3)ccc12	nt	-7%	0	?	-11%	13%
COc1cc(/C=N/NC(=O)c2nonc2C)ccc1O	1%	-7%	9	-2%	-18%	-4%
CC(C)(C)n1cc(C(=O)c2ccccc2)cc1-c1ccccc1	1%	0%	-27	-2%	-9%	?
CCOC(=O)c1sc(N)c(C(=O)OCC)c1COC(=O)C1CC(=O)N(Cc2ccco2)C1 (configuration not stated)	-3%	40µM*	29	-5%	-1%	13µM*
COc1cccc(C2C3=C(CCCC3=O)NC3=C2C(=O)c2ccccc23)c1 (configuration not stated)	3%	-3%[57.1 µM]	nt	5%	-12%	nt
CCOc1cccc(C(=O)Nc2ccccc2C(=O)N2CCOCC2)c1	nt	0%	-97*	-11%	-14%	nt
CC(C)c1onc(C(=O)NC(C)c2ccccc2)c1[N+](=O)[O-] (configuration not stated)	2%	40µM*	-34	5%	-12%	9%
CCOC(=O)Cc1[nH]nc2c1C(C1C=CCCC1)C(C#N)=C(N)O2 (configuration not stated)	4%	-8%	-40	-14%	-30%	1%
CCOC(=O)c1ccc(N2C(=O)c3n[nH]c(-c4ccco4)c3C2c2ccc([N+](=O)[O-])cc2)cc1 (configuration not stated)	2%	-1%	-12	-6%	-15%	14µM*
